From PubChem BioAssay
MPTP inh: blocks calcium-induced mitochondrial swelling | isolated mouse mitochondria, Ca2+ swelling absorbance, 30 min | inhibition, % at 10 µM | 1.4% of 360,000 active;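 active = inhibition of 50% or more, scaled per plate between neutral and stimulator controls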;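 note: 0% = DMSO wells given calcium and 100% = 1 mM EGTA wells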
SENP1 FRET inh: blocks the human SENP1 SUMO protease catalytic domain. Q9P0U3. recombinant SENP1 catalytic domain, CyPet-SUMO1-YPet FRET cleavage. inhibition, % at 10 µM. 0.21% of 360,000 active. AID 624204;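 active = inhibition at least 30% at 10 µM, raw YFP signal under a set limit, fluorescence ratio 0.5 to 1.5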;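 note: 0% = enzyme with DMSO and 100% = no enzyme wells; some results filed as inactive read as strong as hits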
Target sequence (Q9P0U3 419-644 limits assumed): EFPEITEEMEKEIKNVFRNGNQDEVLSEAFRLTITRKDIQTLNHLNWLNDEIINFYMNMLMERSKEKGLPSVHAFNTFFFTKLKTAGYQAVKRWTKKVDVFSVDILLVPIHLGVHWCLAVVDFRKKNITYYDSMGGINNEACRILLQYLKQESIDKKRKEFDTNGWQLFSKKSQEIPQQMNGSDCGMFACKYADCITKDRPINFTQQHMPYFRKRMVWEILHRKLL
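Assay system: hSENP1 catalytic domain, recombinant. Amount: SENP1 enzyme, 20 pM final. Schedule: 50 min reaction, RT, dark. Technique: FRET, CFP and YFP emission. Control set: no-enzyme wells low, DMSO-plus-enzyme wells high control.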
SENP6 inh: SENP6 protease inhibition | AID 2599 | 1.8% of 330,000 active | inhibition, % at 10 µM | Recombinant SENP6 catalytic domain, aminoluciferin luminescence;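 active = inhibition above about 50% at the single tested dose, limit read from the data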;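 note: plate controls were DMSO wells with enzyme for no effect and DMSO wells lacking enzyme for full effect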
GRIN3A LBD mod: NR3A (human) ligand-binding domain modulation. 2.5% of 340,000 active. Tm shift relative to glycine control, % at 25 µM. AID 1259313. NR3A LBD differential scanning fluorimetry, Tm shift; 0% = protein alone, 100% = glycine-bound protein;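 active = melting temperature shift of at least 10% of the positive control shift, at one fixed dose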
PfG6PD inh: PfG6PD (Plasmodium falciparum) enzyme inhibition. PfGluPho enzyme, NADPH resazurin-diaphorase fluorescence. inhibition, % at 20 µM. 0.78% of 350,000 active. AID 504690;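 active = inhibition reaching at least a set limit at 20 µM in the primary screen, cut at about 59% in these data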;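 note: 0% = DMSO wells with substrate and 100% = DMSO wells lacking glucose-6-phosphate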
ATG4B inhibitor: inhibitors of human ATG4B cysteine protease; Q9Y4P1; ATG4B cleavage of LC3-PLA2, NBD-HPC fluorescence, 1 h; inhibition, % at 8.33 µM; 0.51% of 340,000 active; AID 504462; in the data active = inhibition above about 40%
Target sequence (Q9Y4P1 whole entry, looked up): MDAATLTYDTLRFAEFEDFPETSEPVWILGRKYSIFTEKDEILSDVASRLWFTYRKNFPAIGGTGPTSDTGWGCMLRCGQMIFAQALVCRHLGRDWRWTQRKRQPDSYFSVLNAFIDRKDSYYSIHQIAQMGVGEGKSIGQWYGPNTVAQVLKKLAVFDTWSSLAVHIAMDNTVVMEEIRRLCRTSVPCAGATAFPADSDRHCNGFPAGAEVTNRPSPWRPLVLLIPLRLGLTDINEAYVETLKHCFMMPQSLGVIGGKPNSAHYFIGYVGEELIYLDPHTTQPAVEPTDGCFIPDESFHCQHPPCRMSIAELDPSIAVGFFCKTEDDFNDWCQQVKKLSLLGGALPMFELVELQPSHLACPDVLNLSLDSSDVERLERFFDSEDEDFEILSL
hIAP activ: increases human intestinal alkaline phosphatase activity. purified human IAP, CDP-Star luminescence, 30 min; active compounds read high; 1 = vehicle-only enzyme, 0 = enzyme-free background. 0.16% of 330,000 active. activation factor at 10 µM. P09923;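 active = activation factor of the enzyme at least 2-fold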; note: the source names both 10 and 20 µM as test concentration; values of inactives mirror those of a sister screen read the other way
SENP8 block: blocks human SENP8 cleavage of Nedd8 substrate; Q96LD8; recombinant SENP8, Nedd8 substrate fluorescence; inhibition, % at 20 µM; 0.64% of 360,000 active; AID 602440; in the data active = inhibition mostly above about 40%, no sharp cut-off; inactive = mostly below about 27%
Target sequence (Q96LD8 whole entry, looked up): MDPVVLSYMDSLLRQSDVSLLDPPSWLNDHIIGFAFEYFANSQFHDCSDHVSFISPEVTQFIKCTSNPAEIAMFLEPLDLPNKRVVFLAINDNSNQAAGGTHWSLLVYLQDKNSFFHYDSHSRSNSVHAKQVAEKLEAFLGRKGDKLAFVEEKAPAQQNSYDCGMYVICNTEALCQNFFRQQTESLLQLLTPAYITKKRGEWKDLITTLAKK
The depositor's hits bear a star; · = not tested or not shown. The order is random; 6.7% or so of the library scored in one or more.

SMILES	MPTP inh	SENP1 FRET inh	SENP6 inh	GRIN3A LBD mod	PfG6PD inh	ATG4B inhibitor	hIAP activ	SENP8 block
O=C(NC1CCCC1)C(c1ccc(N2CCOCC2)cc1)N(Cc1ccco1)C(=O)c1ccco1 (configuration not stated)	1.1	1	-14	1	9	-10	1.1	20
CCN(c1ccccc1)S(=O)(=O)c1ccc(C(=O)NCCCN2CCOCC2)cc1	1.7	2	-5	2	-6	4	1.1	9
COC(=O)c1ccc(C2NCCc3cc(OC)c(OC)cc32)cc1 (configuration not stated)	0.1	0	1	0	-9	3	1.1	-10
C/C(=N\NC(=O)c1ccccc1)C1C2C=CC(C2)C1(C)C (configuration not stated)	-0.7	0	-17	1	13	1	1	15
Cc1ccc(C(c2nnnn2CCC(C)C)N2CCN(C)CC2)cc1 (configuration not stated)	6.9	-2	0	4	2	-8	0.88	12
O=C(Nc1cc(C(F)(F)F)ccc1Cl)c1cccc(N2C(=O)CCC2=O)c1	0.8	0	-13	0	2	6	0.91	2
CC(=NNS(=O)(=O)c1cccc([N+](=O)[O-])c1)c1ccc(-n2ccnc2)cc1	-0.2	3	0	1	4	-13	1.1	17
Cc1ccc(/C=N\NC(=O)Cn2nnc3ccccc32)o1	-0.7	1	7	-2	4	1	0.96	22
COCCn1cnc2c1c(=O)n(CC(=O)OCC#N)c(=O)n2Cc1ccccc1	-1.5	-1	-11	0	-5	-6	0.98	-4
COc1ccc(OC)c(S(=O)(=O)N2CCCC(C(=O)NCc3ccco3)C2)c1 (configuration not stated)	-1.1	0	-19	1	11	0	0.99	9
O=C(Nc1cccc(S(=O)(=O)NC2=NCCCCC2)c1)c1cc(-c2ccco2)nc2ccccc12	2.4	12	-16	-1	32	23	1	-428
O=C(CSCc1cnn(-c2ccccc2)c1-n1cccc1)NCCN1CCOCC1	0.5	2	-2	0	-10	3	1.3	5
COC(=O)c1ccccc1NC(=O)CSc1nc(-c2ccco2)cc(C(F)(F)F)n1	-0.3	1	1	-3	16	-9	0.86	-93
Cc1cccc(C(=O)N2CCCC(c3nc(-c4ccc(C)o4)no3)C2)c1 (configuration not stated)	-1.7	-1	-10	0	-3	-10	1.1	9
CCOC(=O)c1ccccc1N=N/C(C(C)=O)=C(/C)O	3.8	1	1	5	-15	-1	0.91	36
O=C(CCNC(=O)c1ccccc1Cl)NCCC1=CCCCC1	-1.5	1	-10	-2	9	-7	0.88	6
COc1ccc(CNc2ccncc2)c(OC)c1OC	0.9	1	·	-2	-9	1	·	0
CC(=O)c1cn(C(=O)c2ccc(Cl)cc2)c2ccccc12	-0.1	4	-8	4	-14	2	1	19
CCc1nc(SCC(=O)NNC(=O)C(C)C)c2ccccc2n1	-1.0	1	-1	1	-17	-2	1.1	16
CCC(=O)Nc1cccc(SC)c1	-2.2	3	-15	-4	13	-4	1.1	16
COc1ccc(-c2cc(=O)oc3cc(OCC(=O)N4C[C@H]5C[C@@H](C4)c4cccc(=O)n4C5)ccc23)cc1	-3.2	-3	-5	-5	-9	-10	0.83	7
CN(C)CCCN(C(=O)c1ccc(S(=O)(=O)N2CCCCCC2)cc1)c1nc2cc3c(cc2s1)OCO3	1.2	3	·	·	6	·	·	17
Cc1cccc(C)c1NC(=O)c1cccc(C(=O)Nc2c(C)cccc2C)n1	1.7	2	-16	-1	11	-5	1	8
COc1ccccc1C1C(C#N)=C(N)N(N(C)C)C2=C1C(=O)CC(C)(C)C2 (configuration not stated)	-0.1	3	-22	1	4	-5	1.2	8
Cc1ccc(CCNC(=O)C(C)n2nc(C)c3c(C)n(-c4ccccc4)nc3c2=O)cc1 (configuration not stated)	-0.5	-2	-9	0	12	-4	0.99	16
Cc1ccc(S(=O)(=O)N2CCN(CC(=O)Nc3ccnn3C3CCCC3)CC2)cc1	-0.3	-2	2	0	-14	-1	0.94	6
COc1ccc(S(=O)(=O)N2N=C(c3cccc(NS(C)(=O)=O)c3)CC2c2ccco2)cc1 (configuration not stated)	-0.6	-5	-8	-3	-3	-7	0.97	8
Cc1cc2c(c(C#N)c1C)NC=NC2C (configuration not stated)	0.4	-5	·	·	-8	·	·	-436
NC(=O)c1ccccc1NC(=O)CSc1nc2c(c(=O)[nH]1)CCCC2	2.5	1	21	0	18	3	0.86	-13
COc1ccc(CN(Cc2nc3ccccc3c(=O)[nH]2)C(=O)NC2CCCCC2)cc1	0.4	1	-7	0	7	-7	0.91	3
O=C(Cc1cn2ccsc2n1)Nc1ccccn1	0.0	0	7	0	13	-13	0.98	8
COc1ccnc(CN(C)C(=O)C2CCC(=O)N(CCN(C)C)C2)c1 (configuration not stated)	-3.2	0	11	0	-1	5	0.77	0
COc1cccc(/C=N/Nc2cc(-n3nc(C)cc3-c3ccccc3)ncn2)c1O	7.8	1	-19	-10	3	3	1.7	-47
CC(C)(C)c1ccc(C(=O)O/N=C(\N)Cc2cccs2)cc1	0.5	4	·	·	9	·	·	22
O=C(CCN1CCCC1)Nc1cccc(Br)c1	3.6	2	-17	-1	-8	-3	0.98	20
COc1ccc(/C=N/NC(=O)c2c(Br)cnn2C)c2ccccc12	-0.2	3	-7	-10	-7	10	0.99	-112
NC(=O)c1ccccc1N	-0.9	-3	5	-2	-6	-5	0.87	8
CCOC(=O)Cn1c(C)[n+](CC(=O)c2ccccc2)c2ccccc21	0.0	0	-7	-6	-8	8	0.98	10
COC(=O)c1ccc(NC(=O)Nc2ccc(C)cc2)cc1	-16	1	-5	14*	-13	-3	1.2	7
CCCN1C2CCCC1CC(NC(=O)Nc1cccc(C(C)=O)c1)C2 (configuration not stated)	0.3	0	-12	0	-2	-2	1	-6
CN(C)CCOc1ccc2ccccc2c1	-0.7	1	-21	0	-3	-3	1.1	22
CCOc1cc(-c2sc(Nc3ccccc3)n[n+]2C)ccc1OC	0.3	1	-8	0	-14	3	0.98	1
Cc1nc2cc(O)ccc2n1C	-0.1	3	0	0	-10	2	0.98	13
Cc1ccc(OCc2nnnn2-c2ccccc2)cc1	0.7	1	7	1	-4	-6	0.9	12
O=C(NCCc1ccccc1)C1CCCN1S(=O)(=O)c1cccc2nsnc12 (configuration not stated)	-1.5	0	-3	-1	-11	5	0.92	8
O=C(Nc1ccc(SC(F)F)cc1)c1ccc2nccnc2c1	7.7	-9	-23	-3	56	6	0.96	-1
OC[C@@H]1[C@@H](c2ccc(Cl)cc2)C(c2cccc(Cl)c2)=NN1c1ccccc1	4.8	-29	·	31*	30	-1	·	-369
O=C(NCc1ccccc1)/C(=C/c1ccc([N+](=O)[O-])cc1)NC(=O)c1ccco1	1.4	6	-18	0	-3	-1	1.2	7
C=CCn1cnc2c(nnn2-c2ccc(C)c(Cl)c2)c1=O	-2.6	-3	-4	0	5	-2	0.92	7
CCc1ccc(OC)c(-c2csc(N)n2)c1	7.0	1	1	0	-2	10	0.94	15
O=C1CCCc2c1[nH]c1ccc(Br)cc21	0.6	1	-4	2	-9	-4	0.8	15
NC(=S)NN=C(c1ccc(Br)cc1)C1CC1	-0.5	0	·	-1	-7	-2	·	2
COc1ccc(-c2noc(CCCC(=O)Nc3ccc(C(N)=O)cc3)n2)cc1OC	0.8	2	-13	0	2	-3	0.9	5
CC[C@]12c3[nH]c4ccc(OC)cc4c3CCN1C(=O)C(CC(=O)NCCCOC)C[C@@H]2C(=O)N1CCN(C(=O)C2CC2)CC1 (some centres not stated)	0.5	1	·	-1	-14	·	·	5
Cc1nc2c3ccccc3nc(NNC(=O)CCC(=O)NC3CCCC3)n2n1	1.8	0	-5	-3	22	-10	0.94	13
COC(=O)C(Cc1ccccc1)NC(=O)C12CC3CC(CC(C3)C1)C2 (configuration not stated)	-1.0	2	-4	-2	0	-7	0.84	14
O=C(Nc1cccc(C(F)(F)F)c1)C1CCCO1 (configuration not stated)	-0.1	-1	-3	0	-1	-7	0.98	-2
CCc1ccc2oc(-c3ccc(N)cc3)nc2c1	1.1	-3	96*	-5	16	2	1	-290
COc1ccc(OCCn2cc(/C=N/NC(=O)c3ccncc3)c3ccccc32)cc1	0.2	2	9	-1	-9	-11	0.95	11
CC1CCN(C(=O)CCc2nnc3ccc(NCc4ccco4)nn23)CC1	-1.0	-7	3	0	6	-2	0.99	-13

Next section:
SMILES	MPTP inh	SENP1 FRET inh	SENP6 inh	GRIN3A LBD mod	PfG6PD inh	ATG4B inhibitor	hIAP activ	SENP8 block
O=C(NC(=O)c1cccc(OC(F)(F)C(F)F)c1)OC1CCS(=O)(=O)C1 (configuration not stated)	0.9	0	-1	1	10	-5	0.98	15
COc1ccc2cc(C3(C)NC(=O)N(CC(=O)Nc4c(C)n(C)n(-c5ccccc5)c4=O)C3=O)ccc2c1 (configuration not stated)	1.2	4	2	0	-20	6	1.1	8
Cc1cccn2c(=O)c3cc(C(=O)NCC4CCCO4)c(=N)n(CC4CCCO4)c3nc12 (configuration not stated)	-1.5	-21	-1	0	3	-1	0.87	-297
O=C(OCc1cn([C@H]2CN(Cc3cccs3)[C@@H](c3ccccc3)C[C@@H]2O)nn1)c1ccccc1	0.1	2	·	·	21	·	·	8
COc1ccc2c(c1)C1(Nc3ccccc3-c3nc4ccccc4n31)C(=O)N2 (configuration not stated)	1.8	-1	2	-15	16	0	0.88	-138
C/C(=N\S(=O)(=O)c1ccc(C)cc1)Nc1cc(C(C)C)c(O)cc1C	6.6	4	-5	-1	-11	-11	0.9	5
O=C(NC1CCCCC1)C(c1c(F)cccc1Cl)N(C(=O)c1csnn1)C1CC1 (configuration not stated)	0.6	1	-6	-1	6	-4	1	12
Clc1ccc(Cl)c2sc(N3CCOCC3)nc12	-0.2	2	-1	2	1	-14	1.1	15
CC(=O)NC(CCS(C)(=O)=O)C(=O)Nc1ccc2c(c1)OCO2 (configuration not stated)	-3.0	-4	-4	-1	5	-12	0.88	2
Cc1nc2ccccc2c2oc(C(=O)NCCCN3CCCC(C)C3)cc12 (configuration not stated)	-0.2	-1	4	-1	-1	-2	1.2	13
CCC1CN(S(=O)(=O)c2ccc3c(c2)NC(=O)CC(=O)N3)c2cc(Cl)ccc2O1 (configuration not stated)	-1.8	0	1	-3	19	-16	1	10
CN(CC(=O)Nc1cccc(F)c1)C(=O)CCCN1C(=O)c2cccc3cccc(c23)C1=O	-1.6	0	-13	1	20	-9	1.1	-212

In the list so far, these contain a Cl atom.
SMILES	MPTP inh	SENP1 FRET inh	SENP6 inh	GRIN3A LBD mod	PfG6PD inh	ATG4B inhibitor	hIAP activ	SENP8 block
O=C(Nc1cc(C(F)(F)F)ccc1Cl)c1cccc(N2C(=O)CCC2=O)c1	0.8	0	-13	0	2	6	0.91	2
O=C(CCNC(=O)c1ccccc1Cl)NCCC1=CCCCC1	-1.5	1	-10	-2	9	-7	0.88	6
CC(=O)c1cn(C(=O)c2ccc(Cl)cc2)c2ccccc12	-0.1	4	-8	4	-14	2	1	19
OC[C@@H]1[C@@H](c2ccc(Cl)cc2)C(c2cccc(Cl)c2)=NN1c1ccccc1	4.8	-29	·	31*	30	-1	·	-369
C=CCn1cnc2c(nnn2-c2ccc(C)c(Cl)c2)c1=O	-2.6	-3	-4	0	5	-2	0.92	7
O=C(NC1CCCCC1)C(c1c(F)cccc1Cl)N(C(=O)c1csnn1)C1CC1 (configuration not stated)	0.6	1	-6	-1	6	-4	1	12
Clc1ccc(Cl)c2sc(N3CCOCC3)nc12	-0.2	2	-1	2	1	-14	1.1	15
CCC1CN(S(=O)(=O)c2ccc3c(c2)NC(=O)CC(=O)N3)c2cc(Cl)ccc2O1 (configuration not stated)	-1.8	0	1	-3	19	-16	1	10
